# Screening results from PubChem BioAssay.
# ATG4B inhibitor – blocks human ATG4B protease cleavage of LC3 substrate. Q9Y4P1. inhibition, % at 8.33 µM. ATG4B cleavage of LC3-PLA2, NBD-HPC fluorescence, 1 h. actives 0.51% (n = 340,000). AID 504462; in the data active = inhibition above about 40%
# Target sequence (Q9Y4P1 whole entry, looked up): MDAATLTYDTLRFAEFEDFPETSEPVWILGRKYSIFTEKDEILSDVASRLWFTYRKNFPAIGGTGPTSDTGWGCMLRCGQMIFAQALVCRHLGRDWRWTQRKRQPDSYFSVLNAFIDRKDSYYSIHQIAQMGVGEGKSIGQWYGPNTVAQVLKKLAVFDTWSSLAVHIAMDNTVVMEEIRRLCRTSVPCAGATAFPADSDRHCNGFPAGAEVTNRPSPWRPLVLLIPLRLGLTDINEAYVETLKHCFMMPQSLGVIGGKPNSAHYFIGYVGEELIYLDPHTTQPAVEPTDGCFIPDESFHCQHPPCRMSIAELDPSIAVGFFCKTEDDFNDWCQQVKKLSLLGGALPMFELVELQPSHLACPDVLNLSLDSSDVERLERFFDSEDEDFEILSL
# CCR6 antag – antagonists of human CCR6 receptor. actives 0.49% (n = 340,000). P51684. inhibition, % at 20 µM. CHO-K1 CCR6 PathHunter beta-arrestin, luminescence, CCL20-stimulated;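 active = compounds whose inhibition of the agonist-driven luminescence signal at 20 µM reaches about 50%, limit read from the data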;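 note: cells stimulated with CCL20 at 14 nM final; plate controls were DMSO with CCL20 for no effect and DMSO without agonist for full effect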
# APJ agonist – agonists of human APJ apelin receptor; P35414; CHO-K1 APJ PathHunter beta-arrestin, luminescence; 0% DMSO wells, 100% apelin; activation, % at 20 µM; actives 0.11% (n = 330,000); AID 2520;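 active = activation more than six SD over the plate average, tested at 20 µM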;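 note: 0% = DMSO alone and 100% = apelin-13 at 10 nM; some results filed as inactive read as strong as hits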
#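 Test system – PathHunter CHO-K1 APJ (AGTRL-1) beta-arrestin reporter cells · Input – 1000 cells/well · Compound – single test compound dose, 20 µM final, 1% DMSO · Times – compound stimulation 90 min at 25 °C, detection 60 min · Technique – beta-gal luminescence · Read-out basis – APJ–arrestin association signal · Control set – negative DMSO alone, positive Apelin-13 at 10 nM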
# UBC13 inh – human UBC13 polyubiquitination inhibition; P61088; UBC13 polyubiquitin chain formation, TR-FRET; inhibition, % at 20 µM; actives 0.47% (n = 330,000); AID 485273; in the data active = inhibition above about 45%, passing the limit was not always enough; inconclusive = no clear call, values can overlap the other calls
# Target sequence (P61088 whole entry, looked up): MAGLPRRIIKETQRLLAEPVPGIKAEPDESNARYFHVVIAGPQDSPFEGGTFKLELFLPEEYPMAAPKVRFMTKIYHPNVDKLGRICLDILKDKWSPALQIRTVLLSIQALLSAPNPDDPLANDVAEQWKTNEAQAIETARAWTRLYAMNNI
# CXCR6 block – inhibitors of human CXCR6 receptor. CHO-K1 PathHunter CXCR6 beta-arrestin, luminescence. inhibition, % at 20 µM. actives 0.36% (n = 360,000). AID 602244; in the data active = inhibition above about 34%, passing the limit was not always enough;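 note: antagonist mode with CXCL16 agonist at 10 nM final; 0% = 10 nM CXCL16 with DMSO and 100% = unstimulated wells without agonist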
# Target sequence (O00574 whole entry, looked up): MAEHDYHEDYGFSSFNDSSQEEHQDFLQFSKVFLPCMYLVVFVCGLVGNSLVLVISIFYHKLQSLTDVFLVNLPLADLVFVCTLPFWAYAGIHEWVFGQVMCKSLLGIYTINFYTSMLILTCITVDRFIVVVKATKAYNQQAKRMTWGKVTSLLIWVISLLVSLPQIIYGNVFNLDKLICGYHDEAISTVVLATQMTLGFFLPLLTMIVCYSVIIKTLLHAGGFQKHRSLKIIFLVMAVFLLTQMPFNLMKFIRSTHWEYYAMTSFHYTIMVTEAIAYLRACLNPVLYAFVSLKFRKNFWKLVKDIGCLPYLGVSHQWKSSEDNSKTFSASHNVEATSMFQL
# Gli-Sufu antag – antagonists of Gli-Sufu signaling; Sufu-KO-LIGHT fibroblasts, Gli luciferase reporter luminescence; inhibition, % at 5 µM; actives 0.74% (n = 340,000);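 active = inhibition above about 55%, limit read from the data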;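 note: 0% = DMSO-treated cells and 100% = wells with medium but no cells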
# EBI2 block – EBI2 (human) antagonism; P32249; EBI2 beta-arrestin recruitment, luminescence, 7a,25-OHC stimulated; inhibition, % at 5 µM; actives 0.81% (n = 360,000); AID 651636; in the data active = inhibition above about 38%;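 note: enzyme fragment complementation signal reports receptor beta-arrestin coupling in cells; 0% = agonist plus DMSO wells and 100% = wells without agonist; some results beyond the cut were filed as inactive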
# APJ antag – APJ receptor antagonism | actives 0.32% (n = 330,000) | CHO-K1 APJ beta-arrestin complementation, luminescence | P35414 | inhibition, % at 20 µM | AID 2521;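 active = inhibition above about 40% at 20 µM, limit read from the data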;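 note: cells challenged with 10 nM apelin-13 agonist together with compound; plate controls were apelin-13 plus DMSO wells for no effect and DMSO wells lacking apelin-13 for full effect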
# The depositor's hits bear a star; ? = inconclusive; / = no result given.
SMILES,ATG4B inhibitor,CCR6 antag,APJ agonist,UBC13 inh,CXCR6 block,Gli-Sufu antag,EBI2 block,APJ antag
CC(OC(=O)c1ccccc1)C(=O)NCc1ccco1 (centres undefined),-6.1,9.0,-2.4,-4.7,7.3,-2.7,-4.2,11.2
Cc1ccc(CC2S/C(=C(/C#N)C(=O)N3CCOCC3)N(c3ccccc3)C2=O)cc1 (centres undefined),-7.7,7.3,-3.4,9.5,10.3,-12.9,3.3,-1.4
C/C=C(\CS(=O)(=O)c1ccccc1)S(=O)(=O)c1ccccc1,-11.3,6.9,-1.8,-3.7,-5.8,6.5,-2.6,4.8
CCOC(=O)C(NC(C)=O)(Nc1ccc(S(=O)(=O)Nc2ncccn2)cc1)C(F)(F)F (centres undefined),-7.5,-6.8,0.8,-3.8,-3.8,4.8,-3.7,4.0
CC(C)Oc1ccc(CNC(=O)C2CCCN(S(=O)(=O)N3CCOCC3)C2)cc1 (centres undefined),0.8,9.3,-2.1,-3.9,-3.5,41.9,5.0,12.4
COc1ccc(OC)c(NC(=O)CSc2ccc3ccccc3c2)c1,-1.9,23.3,-2.0,-8.0,-3.8,5.2,11.9,-16.7
Cc1ccc(-c2nc3n(n2)Cc2ccccc2-3)cc1,17.3,-8.2,1.4,5.5,-2.4,-91.9,17.6,7.5
COc1ccc(NC(=O)c2sc3ncn(CC(=O)N4CCCCC4)c(=O)c3c2C)cc1OC,2.2,1.5,-2.8,-9.1,3.7,-4.2,4.2,-1.2
COCCn1c(SCC(=O)Nc2ccc(F)cc2)nc2c(oc3ccccc32)c1=O,-0.6,14.8,-8.2,-5.0,9.4,16.5,10.2,8.7
COc1cccc(C=NNc2nc3ccccc3s2)c1OC,-5.3,0.7,/,/,2.2,-92.4,0.2,/
Nn1c(SCC(=O)N2CCCCCC2)nnc1-c1ccncc1,1.4,-11.6,-3.0,9.5,-1.6,5.9,-6.0,-1.8
COCc1ccc(C(=O)Nc2ccc(C(=O)O)cc2)o1,-6.5,-4.6,-0.2,1.1,-7.4,-5.7,-4.4,-1.8
COc1cc(SC)ccc1C(=O)N(Cc1ccccc1)c1ccccn1,-8.6,8.7,0.4,-5.1,-6.2,5.4,-5.7,5.9
CCc1ccc(N(C2C=CS(=O)(=O)C2)S(=O)(=O)c2ccccc2)cc1 (centres undefined),-10.1,15.3,-0.9,5.8,-5.0,3.9,-16.2,-7.5
C=CC[C@H](CC(=O)NCCO)C(=O)N[C@@H](COC(=O)[C@H](CC=C)CC(=O)OC(C)(C)C)Cc1c[nH]c2ccccc12,-21.5,6.3,-2.7,17.0,-14.6,-12.8,-19.6,5.5
S=c1[nH]nc(Cc2n[nH]c(=S)n2-c2ccccc2)n1-c1ccccc1,-2.3,7.4,-1.0,-3.6,12.1,0.8,-1.6,8.1
O=C(C(c1ccccc1)c1ccccc1)N1CCN(Cc2ccccn2)CC1,-2.1,-4.9,-2.1,2.4,6.4,-2.0,-23.7,25.5
CCOc1cccc(CN2CCN(CCCc3ccccc3)C(CCO)C2)c1O (centres undefined),-6.6,16.1,0.1,-8.5,9.0,42.6,-6.2,-24.2
CCC(Cc1ccccc1)NS(=O)(=O)c1ccc2c(c1)NC(=O)CO2 (centres undefined),-11.9,-1.0,-3.9,-0.3,-1.5,1.1,9.2,-1.5
CCOC(=O)Nc1ccc(=O)n(Cc2c(Cl)cccc2Cl)c1,0.6,11.4,-4.8,2.9,5.6,-1.0,6.4,12.3
CCn1cc(C(=O)N[C@H](C)c2ccccc2)c(=O)c2cc(F)c(N3CCN(C)CC3)cc21,-5.5,-2.4,-2.6,18.8,7.8,9.6,5.6,12.9
Cc1c(NC(=S)N/N=C/c2ccc([N+](=O)[O-])cc2O)c(=O)n(-c2ccccc2)n1C,-0.2,37.6,-8.2,-8.8,4.5,-8.0,3.1,15.1
CCOc1cc(C2C(C(=O)OC)=C(C)N=C3SCCC(=O)N32)ccc1OC(C)=O (centres undefined),0.1,19.3,-0.3,-4.2,-9.3,-11.5,9.0,7.5
Cc1cccc(OCC(=O)Nc2ccc(N3CCCC3)cc2)c1C,-2.1,-12.9,-1.1,9.4,1.5,-9.6,1.0,3.0
CC(C)[C@H]1COC(NC2=N[C@@H](C(C)C)CO2)=N1,-4.2,11.0,-2.8,6.8,9.8,12.6,-10.5,-18.5

# Going on with the list:
SMILES,ATG4B inhibitor,CCR6 antag,APJ agonist,UBC13 inh,CXCR6 block,Gli-Sufu antag,EBI2 block,APJ antag
N#Cc1ccsc1NC(=O)CN(Cc1ccccc1)Cc1ccccc1,2.8,21.9,-2.7,9.5,8.8,0.5,6.9,2.9
O=C(O)c1ccc(N/N=C/C=C/c2ccccc2[N+](=O)[O-])cc1,-2.4,-4.0,-4.0,-30.8,0.2,-20.7,-7.2,-19.5
CCOCCCNC(=S)N(Cc1ccco1)Cc1cc2cc3c(cc2[nH]c1=O)OCCO3,-4.7,2.0,3.8,-6.4,2.0,11.7,-2.1,-5.8
O=C1SC(SCc2ccccc2)=N/C1=C\c1ccc(C(=O)O)cc1,12.8,20.1,-3.5,-2.5,15.6,-9.1,-0.9,17.2
Cc1cc(NC(=O)CCN2C(=O)C3C4CCC(C4)C3C2=O)cc(C)c1Br (centres undefined),-5.7,-3.5,-3.1,17.7,0.5,-8.3,0.7,-25.8
COc1ccccc1-n1cc(CN2CCN(C3CCCC3)C(CCO)C2)cn1 (centres undefined),-2.4,6.3,-1.0,-3.0,3.8,13.2,-8.1,6.0
Cc1ccc(NP(=O)(Nc2ccc(C)cc2)Nc2ccc(C)cc2)cc1,-4.8,11.1,-0.6,-9.0,0.6,29.0,-1.1,4.3
COc1ccc(S(=O)(=O)N2CCCC(C(=O)NCc3ccc(F)cc3)C2)cc1 (centres undefined),7.2,19.0,0.0,2.6,-11.2,-7.0,8.5,0.9
Oc1ccc(-c2nc3ccccn3c2NCc2ccc3c(c2)OCO3)cc1,-11.4,-9.2,6.0,7.2,1.2,-8.8,12.5,-4.8
COCCN=C1Sc2nc3cc(C)c(C)cc3cc2CN1Cc1cccs1,2.4,11.2,-1.7,7.8,2.5,-12.8,22.7,-21.9
O=C(c1ccccc1)c1coc(-c2ccccc2)c1,30.2,13.2,/,/,-7.8,-114.8,14.6,/
COc1cc(/C=N/N=C(N)N)ccc1OCc1ccccc1Cl,22.2,-0.4,22.0*,54.5*,-11.4,6.3,-19.7,-21.0
O=c1c2cc(N3CCOCC3)ccc2[nH]c(=S)n1Cc1cccc(Cl)c1,2.2,13.1,-0.1,9.7,2.6,-3.7,14.4,-10.1
Cc1csc2c(=O)[nH]cnc12,5.2,-5.2,-3.6,6.1,-7.8,-2.2,-2.3,33.1
CC1c2cc3c(cc2CCN1S(=O)(=O)c1ccccc1)OCCCO3 (centres undefined),-3.7,13.3,-4.9,-4.2,8.7,2.8,3.2,-3.0
Cc1ccc2nc(SCC(=O)N3CCCc4ccccc43)nc(=O)n2c1,-4.8,-2.3,/,/,0.6,0.7,6.7,/
Cc1ccc(N=C2NC(=O)/C(=C/c3cccn3C)S2)cc1,-6.8,9.8,-4.7,-13.6,3.6,-36.2,10.9,5.5
NC(=O)c1c(NC(=O)c2ccccc2)sc2c1CCN(Cc1ccccc1)C2,-1.0,12.1,3.9,18.9,1.7,-8.4,-0.7,6.5
COc1cccc(CNC(=O)CCC2CCCN(c3cc(C)nc(N)n3)C2)c1 (centres undefined),0.7,-5.2,-2.2,5.3,-9.5,-0.9,3.5,-4.9
COc1ccc2c(c1)C(=O)N(c1ccccc1C)C(=O)C2(C)C,-7.2,19.5,-2.5,11.0,-4.7,-2.4,-9.5,12.7
O=c1[nH]c(N/N=C\c2ccc3c(c2)OCO3)nc2ccccc12,-6.9,7.2,-2.7,-19.9,-1.9,-98.2,11.4,17.3
c1ccc(SCCCCNC2CCCC2)cc1,5.3,3.2,-4.0,5.7,14.1,-9.6,-6.2,8.9
CCN1CCN(C(=O)c2cc3c(s2)-c2ccccc2S(=O)(=O)C3)CC1,-5.2,5.7,1.2,3.4,1.4,-4.9,0.5,6.9
CCOc1cccc(/C=N/N2C(=O)CSC2=S)c1O,-2.7,-12.5,1.8,-5.9,-5.6,-1.4,-16.0,-14.6
Cc1sc2ncnc(Sc3ccccc3C(=O)O)c2c1C,-2.8,14.4,-1.8,?,2.5,3.7,-6.9,11.9

# (list continues)
SMILES,ATG4B inhibitor,CCR6 antag,APJ agonist,UBC13 inh,CXCR6 block,Gli-Sufu antag,EBI2 block,APJ antag
CC(=O)c1ccc(OCCCC(=O)N2CCN(S(=O)(=O)c3cccs3)CC2)cc1,-13.7,4.9,6.9,-8.1,-4.3,7.1,48.7*,-2.2
Cc1csc(NC(=O)c2cnc3ccccc3n2)n1,-4.3,9.0,-1.5,-11.3,5.7,-58.4,0.7,18.8
Cc1cc(O)ccc1Nc1nc2ccccc2nc1Nc1ccc(O)cc1C,1.6,12.9,5.0,22.9,9.2,9.9,-34.2,-7.4
CC1Oc2ccccc2N(CC(=O)NCCN2CCOCC2)C1=O (centres undefined),0.2,-2.6,-2.3,6.0,2.7,9.9,3.6,-1.7
O=C1Nc2ccccc2O/C1=C\c1c(F)cccc1Cl,0.8,14.5,-3.3,8.8,-4.6,13.2,36.4,4.3
CCC1=C(C)CN(C(=O)NCCc2ccc(S(=O)(=O)NC(=O)NC3CCC(C)CC3)cc2)C1=O (centres undefined),-2.1,4.9,-0.1,-20.4,-5.2,1.4,1.5,11.4
C[C@@H](C(=O)Nc1ccccc1N1CCOCC1)N1C(=O)C2CCCCC2C1=O (some centres undefined),2.1,-4.8,-1.4,-5.3,-2.6,6.0,5.2,4.4
Cc1ccccc1C(=O)N1CCN(S(=O)(=O)c2ccccc2)CC1,8.3,2.2,0.7,-10.1,-4.3,1.7,-2.7,-39.3
CC1(C)CSC(=NCCc2ccccc2)N1,-6.0,9.1,-1.7,-2.7,1.4,7.5,8.3,8.0
Cc1c(N2C(=O)C3C4C=CC(C4)C3C2=O)c(=O)n(-c2ccccc2)n1C (centres undefined),0.5,0.8,1.7,4.0,-1.5,5.3,-6.6,-9.7
CN(C)S(=O)(=O)Oc1ccc(C(=O)Nc2cccc(C(F)(F)F)c2)cc1,-4.4,5.7,1.1,6.3,-2.2,-3.2,38.0,-1.7
CC/C(C)=N/Nc1nc2sc3c(c2c(=O)[nH]1)CC(C)(C)OC3,9.4,22.8,-3.5,-6.5,-6.3,-0.5,-8.4,6.9
CCOC(=O)c1[nH]cnc1N=Nc1c(O)ccc2ccccc12,-16.1,35.1,/,/,11.9,57.3*,11.1,/
COC(=O)c1nn(-c2nc(-c3ccc(OC)c(OC)c3)cc(C(F)(F)F)n2)cc1[N+](=O)[O-],-1.7,8.6,-1.5,-6.6,1.5,-7.0,5.2,19.8
O=C(Nc1cc(S(=O)(=O)N2CCOCC2)ccc1Cl)c1cc(=O)c2ccccc2o1,-4.3,14.7,-1.6,10.4,-3.7,0.0,1.3,3.0
CNc1nc(Cl)nc2c1ncn2-c1ccccc1,-14.3,6.5,/,/,-0.8,-21.3,-4.6,/
